Screening data (PubChem BioAssay)
TRPC6 act: activates the mouse TRPC6 cation channel. Q61143. HEK293-TRPC6 membrane potential dye fluorescence; stronger effect = higher value. B-score at 10 µM. hit rate 0.13% among 310,000. AID 2550;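 active = B-score of the integrated fluorescence ratio above library mean plus 3 SD, and starting fluorescence ratio within library mean plus 5 SD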;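 also: higher score means more depolarization so channel activation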
MrgX1 allo act: human MrgX1 positive allosteric modulation, primary screen. Q96LB2. MrgX1-HEK293, Fluo-4 calcium flux, FDSS; stronger effect = higher value. B-score at 10 µM. hit rate 0.63% among 310,000;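 active = plate-corrected calcium response at least 3 library SD above typical, normal starting fluorescence, not activating the receptor alone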;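 also: compound read alongside a low EC10 to EC30 dose of BAM8-22 agonist; peak minus trough fluorescence over baseline measured at the second addition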
Target sequence (Q96LB2 whole entry, looked up): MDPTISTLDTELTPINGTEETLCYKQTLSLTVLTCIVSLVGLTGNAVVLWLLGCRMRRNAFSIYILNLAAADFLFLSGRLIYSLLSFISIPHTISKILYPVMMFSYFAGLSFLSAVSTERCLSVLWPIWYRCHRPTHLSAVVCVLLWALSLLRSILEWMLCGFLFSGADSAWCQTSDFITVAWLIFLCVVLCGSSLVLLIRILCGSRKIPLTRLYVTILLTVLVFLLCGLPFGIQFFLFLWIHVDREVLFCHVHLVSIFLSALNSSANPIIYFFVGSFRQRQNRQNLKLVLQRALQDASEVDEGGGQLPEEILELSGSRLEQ
MrgX1 ag: agonists of human MrgX1 receptor; Q96LB2; MrgX1-HEK293 cells, Fluo-4 calcium fluorescence, agonist mode; stronger effect = higher value; B-score at 10 µM; hit rate 0.44% among 310,000; AID 588627;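 active = calcium response B-score plate-corrected fluorescence ratio at least 3 library SD, with starting fluorescence B-score inside 5 SD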
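Material: MrgX1-expressing HEK293 cells / Dosing: compound as first of three additions / Incubation: overnight seeding, then 1 h dark dye loading / Signal: Fluo-4 NW calcium fluorescence / Evaluation: B-scored fluorescence response ratio / Benchmarks: positive and negative control wells on each plate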
TRPC4 act: activators of mouse TRPC4 channel; Q9QUQ5; HEK293 TRPC4beta/mu-opioid, Fluo4 calcium fluorescence; stronger effect = higher value; B-score at 10 µM; AID 2237; hit rate 0.49% among 310,000;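 active = B-score above 5 SD of library B-scores, and initial fluorescence ratio not above library mean plus 5 SD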;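 also: positive B-score marks a calcium rise read as TRPC4 activation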
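Technique: kinetic Fluo4 calcium fluorescence; Test system: TRPC4beta and mu-opioid receptor HEK293 stable cells; Measure: B-scored integrated calcium fluorescence ratio; Benchmarks: low control buffer alone, high control maximal DAMGO; Schedule: 45 min room-temperature Fluo4 loading, 110 s read.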
MrgX1 antagonist: blocks BAM8-22 activation of human MrgX1 receptor; Q96LB2; MRGX1-HEK293 calcium flux, Fluo-4, BAM8-22 antagonism; stronger effect = lower value; B-score at 10 µM; hit rate 1.3% among 310,000;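 active = calcium-response B-score plate-corrected more than 3 library SD below zero, starting fluorescence within 5 deviations, no agonist response on first addition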;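 also: peak minus trough fluorescence over baseline after final BAM8-22 challenge near maximal dose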
TRPC4 inh: TRPC4 (mouse) channel inhibition | hit rate 0.39% among 300,000 | HEK293 TRPC4beta/mu-opioid, DAMGO-evoked Fluo4 calcium flux; stronger effect = lower value | Q9QUQ5 | B-score at 10 µM;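 active = B-score over 3 SD under the library average, no early fluorescence shift, positive overall ratio signal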
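test system = HEK293 cells with stable TRPC4beta plus mu-opioid receptor expression | detection = Fluo4 Ca2+ flux fluorescence | read-out = integrated fluorescence ratio relative to baseline, converted to per-well B score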
ANO1 block: blocks the mouse calcium-activated chloride channel TMEM16A; HEK293 TMEM16A/YFP iodide influx fluorescence, ionomycin; hit rate 1.2% among 310,000; normalized B-score (activity score, 25-100; higher = stronger inhibition) at 10 µM;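 active = ratio plate-corrected score three or more library SD toward inhibition, starting fluorescence score within five deviations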;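 also: score derived from kinetic fluorescence span divided by baseline fluorescence per well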
ANO1 activ: mouse TMEM16A channel activation, primary screen; Q8BHY3; HEK293 TMEM16A/YFP-H148Q/I152L, iodide quench fluorescence; stronger effect = lower value; B-score at 10 µM; hit rate 0.3% among 340,000; AID 623877;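 active = fluorescence-ratio B-score plate-corrected deviation score at least 3 library SD below zero, with starting fluorescence score within 5 deviations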;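 also: channel opened by trigger with iodide after compound preincubation; score built on the fluorescence ratio of max minus min over baseline; more negative score means more quench and so TMEM16A activation or potentiation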
RGS4 block: inhibitors of human RGS4; P49798; HEK293 M3R/RGS4 inducible, Fluo-4 calcium flux; stronger effect = higher value; triggered by carbachol at its EC20; B-score at 10 µM; hit rate 0.45% among 310,000; AID 463165;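 active = B-score, a plate-corrected calcium signal, over three deviations above library mean, with baseline fluorescence within five deviations of library mean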;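 also: RGS4 expression induced by doxycycline in cells with stable M3 receptor; B-score is computed from the integrated fluorescence ratio over baseline after carbachol; higher B-score means a larger calcium signal and so more RGS4 inhibition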
Target sequence (P49798 whole entry, looked up): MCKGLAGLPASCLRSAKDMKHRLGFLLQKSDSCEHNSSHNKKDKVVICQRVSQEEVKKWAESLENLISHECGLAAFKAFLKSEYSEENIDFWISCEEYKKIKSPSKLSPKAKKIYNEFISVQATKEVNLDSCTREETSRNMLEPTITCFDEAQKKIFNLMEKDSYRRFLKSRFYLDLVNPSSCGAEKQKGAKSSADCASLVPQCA
TRPC4 potent: allosterically enhances the mouse TRPC4 cation channel. Q9QUQ5. B-score at 10 µM. HEK293 TRPC4beta/mu-opioid, DAMGO EC20, Fluo-4 Ca2+ flux; stronger effect = higher value. AID 2227. hit rate 0.42% among 310,000;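 active = B-score of calcium response area above 5 SD of library B-scores, with initial fluorescence ratio within 5 SD of library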;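 also: B-score of integrated fluorescence ratio over time as area under calcium response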
TRPC6 inh: inhibitors of mouse TRPC6 channel | Q61143 | HEK293-TRPC6, membrane potential dye, ACh-evoked depolarization; stronger effect = lower value | B-score at 10 µM | hit rate 1.1% among 310,000 | AID 2553;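 active = B-score under library mean minus 3 SD, initial fluorescence not abnormally high, positive integrated signal ratio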;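 also: B-score derived from integrated fluorescence ratio over the kinetic read; more negative B-score means stronger inhibition of depolarization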
Active calls of the source: *; i = inactive; . = not tested or not shown. Random draw from the library. About 5.8% of those tested had a hit in this group.

Values run as follows: TRPC6 act	MrgX1 allo act	MrgX1 ag	TRPC4 act	MrgX1 antagonist	TRPC4 inh	ANO1 block	ANO1 activ	RGS4 block	TRPC4 potent	TRPC6 inh
> Cc1cccc(C)c1NC(=O)Cn1c(=O)n(CCC(=O)NCc2ccco2)c(=O)c2sccc21
    i	i	i	i	i	i	i	i	i	i	i
> COc1ccc(C)cc1NC(=O)CCC(=O)Nc1nnc(C(F)(F)F)s1
    i	i	i	i	i	i	i	i	i	i	i
> Cc1ccccc1-n1ncc2c1CC(C)(C)CC2NC(=O)CCC1=NNC(=O)CC1 (configuration not stated)
    i	i	i	i	i	i	i	i	i	i	i
> Cc1ccc([N+](=O)[O-])cc1N
    i	i	i	i	i	i	i	i	i	i	i
> O=c1c2c3c(sc2nc2n1CCCCC2)CCCC3
    i	i	i	i	i	i	i	i	i	i	i
> Cc1ccc(C)c(Nc2c([N+](=O)[O-])ccc3nonc23)c1
    i	i	i	i	i	i	i	i	i	i	i
> COc1ccc(S(=O)(=O)N2CN(CCc3ccc(OC)c(OC)c3)c3nc4ccccc4nc32)cc1
    i	i	i	i	i	i	i	i	i	i	i
> CCCN1CCc2c(sc3nc(SCC)n(-c4ccc(OC)cc4)c(=O)c23)C1
    i	.	.	i	.	i	.	i	i	i	i
> Cc1cnc(CN(C)C(=O)C2CCC(=O)N(CCc3cccc(F)c3)C2)[nH]1 (configuration not stated)
    i	i	i	i	i	i	i	i	i	i	i
> OCCC#Cc1ccc(CN2CCN(Cc3ccsc3)C(CCO)C2)cc1 (configuration not stated)
    i	i	i	i	i	i	i	i	i	i	i
> Cc1cccn2c(=O)c3cc(S(=O)(=O)c4ccccc4)c(=N)n(CC4CCCO4)c3nc12 (configuration not stated)
    i	i	i	i	i	i	i	.	i	i	i
> Cc1ccc(S(=O)(=O)NCC(=O)N(CC(=O)NCc2ccco2)Cc2ccc3c(c2)OCO3)cc1
    i	i	i	i	i	i	i	i	i	i	i
> O=C(NC(c1ccccc1)c1ccccn1)c1cccc([N+](=O)[O-])c1 (configuration not stated)
    i	i	i	i	i	i	i	i	i	i	i
> CCCc1[nH]n(-c2nc3ccccc3s2)c(=O)c1C=NCCCN(CC)CC
    i	i	i	i	i	i	i	i	i	i	i
> O=C(Nc1cccc2nsnc12)c1ccc(F)cc1
    i	i	i	i	i	i	i	i	i	i	i
> CN(CC(=O)Nc1ccccc1C(F)(F)F)C(=O)Cc1ccc(S(=O)(=O)N2CCOCC2)s1
    i	i	i	i	i	i	i	i	i	i	i
> O=C(CCn1c(=S)oc2ccccc21)Nc1ccccc1F
    i	i	i	i	i	i	i	i	i	i	i
> Cc1nc2scc(C)n2c(=O)c1S(=O)(=O)Nc1ccc(N2CCOCC2)c(Cl)c1
    i	i	i	i	i	i	i	i	i	i	i
> Cn1c(N)c(C(=O)COC(=O)COc2ccc3ccccc3c2)c(=O)n(C)c1=O
    i	i	i	i	i	i	i	i	i	i	i
> c1ccc(-c2nc3ccccc3nc2N2CCOCC2)cc1
    i	i	i	i	i	i	i	i	i	i	i
> CCN1C(=O)c2ccccc2S(=O)(=O)c2ccc(C(=O)NCc3cccnc3)cc21
    i	i	i	i	i	i	i	i	i	i	i
> Cc1nc(C)c(NC(=O)OC(C)C)cc1NC(=O)OC(C)C
    i	i	i	i	i	i	i	i	i	i	i
> CCc1ccc2c(c1)C1(NN=C(c3ccccc3)S1)C(=O)N2 (configuration not stated)
    i	i	i	i	i	i	i	i	i	11*	i
> CN(C(=O)CSC1=NC2C(N=N1)c1cc(Br)ccc1N2C)C1CCCCC1 (configuration not stated)
    i	i	i	i	i	i	i	i	i	i	i
> O=C(NC1CC2CCC(C1)N2Cc1ccccc1)c1ccccc1Br (configuration not stated)
    i	i	i	i	i	i	i	i	i	i	i
> COc1ccc(C)c2sc(N(CCCN(C)C)C(=O)c3ccc4c(c3)OCCO4)nc12
    i	i	i	i	i	i	i	i	i	i	-6.9*
> Cc1ccccc1NC1=NCC(c2ccc([N+](=O)[O-])cc2)S1 (configuration not stated)
    i	i	i	i	-5.66*	i	i	i	i	i	i
> O=C1CSC(=S)N1CC1CCCO1 (configuration not stated)
    i	i	i	i	i	i	i	i	i	i	i
> COc1cccc(NC(=O)CN(C)C(=O)Cn2cnc3ccccc3c2=O)c1
    i	i	i	i	i	i	i	i	i	i	i
> Nc1ccc(S(N)(=O)=O)cc1N
    i	i	i	i	i	i	i	i	i	i	i
> S=C(NC1CCCC1)N1CCN(c2ccccn2)CC1
    i	i	i	i	i	i	i	i	i	i	i
> CCCN(CCC)Cc1cc(=O)oc2cc3c(cc12)CCC3
    i	i	i	i	i	i	i	i	i	i	i
> COc1cccc2cc(CC(=O)c3ccccc3)c(=O)oc12
    i	i	i	i	i	i	i	i	i	i	i
> Cc1cc(C)c2nc(N3CCC(C(=O)NCc4cccnc4)CC3)sc2c1
    i	i	i	i	i	i	i	i	i	i	-5.3*
> CCOC(=O)C(=CNNc1ccsc1C(=O)OC)C(=O)OCC
    i	i	i	i	i	i	i	i	i	i	i
> COc1ccc(-c2noc(CN3CCOCC3)n2)cc1OC
    .	i	i	.	i	.	i	i	.	.	.
> CCc1cccc(NC2c3ccccc3C(=O)N2c2cccnc2)c1 (configuration not stated)
    i	i	i	i	i	i	i	i	i	i	i
> Cc1ccc2oc(=S)n(C)c2c1
    i	i	i	i	i	i	i	i	i	i	i
> CC(=O)NS(=O)(=O)c1ccc(NC(=S)NC(=O)C2CCC2)cc1
    i	.	.	i	.	i	.	i	i	i	i
> CCO[C@@H]1OC(C(N)=O)=C[C@H](c2ccccc2)[C@H]1CCCO
    i	i	i	i	i	i	i	i	i	i	i
> O=C(CCCc1ccccc1)NCc1ccc2c(c1)OCO2
    i	i	i	i	i	i	i	i	i	i	i
> CC1CCCN(Cc2cccc(Oc3ccccc3)c2)C1 (configuration not stated)
    i	i	i	i	i	i	i	i	i	i	i
> COC(=O)c1ccccc1NC(=O)C1CC(=O)N(c2ccc(C)cc2)C1 (configuration not stated)
    i	i	i	i	i	i	i	i	i	i	i
> CCOC(=O)C1CCN(C(=O)CN(c2ccc(Cl)c(C(F)(F)F)c2)S(C)(=O)=O)CC1
    i	i	i	i	i	i	i	i	i	i	i
> Cc1cc(C(=O)C(C)OC(=O)c2ccc(NC(=O)CC#N)cc2)c(C)n1-c1ccccc1 (configuration not stated)
    i	i	i	i	i	i	i	i	i	i	i
> CC(C)NC(=S)N/N=C1\CCCCC1C1CCCCC1 (configuration not stated)
    i	i	i	i	i	i	i	i	i	i	i
> COCCn1nnnc1C(C(C)C)N1CCCC(C)C1 (configuration not stated)
    i	i	i	i	i	i	i	i	i	i	i
> Cc1ccc(S(=O)(=O)N(Cc2c(F)cccc2Cl)C(=O)N2CCN(C)CC2)cc1
    i	i	i	i	i	i	i	i	i	i	i
> CC1=C(C(=O)Nc2cccnc2)C(c2ccc3c(c2)OCO3)C2=C(CCCC2=O)N1 (configuration not stated)
    i	i	i	i	i	i	i	i	i	i	i
> Cc1ccccc1NS(=O)(=O)c1ccc(F)cc1
    i	i	i	i	i	i	i	i	i	i	i
> Cc1cc(C)nc(SCC(=O)N/N=C/C=C/c2ccccc2)n1
    i	i	i	i	i	i	i	i	i	i	i
> Cc1ccc(NC(=S)N(CCCN(C)C)Cc2cc3cc4c(cc3[nH]c2=O)OCO4)cc1
    i	i	i	i	i	i	i	i	i	i	i
> CCCCCNCc1ccc(Cl)cc1
    i	i	i	i	i	i	i	i	i	i	i
> O=C(Nc1cccnc1)c1cccnc1
    i	i	i	i	i	.	i	i	i	i	i
> Cc1cc(C)cc(Nc2nc(-c3ccc(S(=O)(=O)N4CCCC4)cc3)cs2)c1
    i	i	i	i	i	i	i	i	i	i	i
> Cn1ccnc1C1CCCCN1Cc1nc(Cc2ccccc2F)no1 (configuration not stated)
    i	i	i	i	i	i	i	i	i	i	-5.55*
> COc1ccccc1Oc1nnnn1-c1ccc(C(N)=O)cc1
    i	i	i	i	i	i	i	i	i	i	i
> COc1ccc2c(c1)c(C(C)=O)c(C)n2-c1ccc(C(C)=O)cc1
    i	.	.	i	.	i	.	i	i	i	i
> COc1ccc(-c2nc(CS(=O)CC(=O)NCc3cccnc3)c(C)o2)cc1 (configuration not stated)
    i	i	i	i	i	i	i	i	i	i	i
> CC(NC(=O)CCc1nnc(C2(c3ccc(Cl)cc3)CCC2)o1)C1CC1 (configuration not stated)
    i	i	i	i	i	i	i	i	i	i	i

(cont.)
Values run as follows: TRPC6 act	MrgX1 allo act	MrgX1 ag	TRPC4 act	MrgX1 antagonist	TRPC4 inh	ANO1 block	ANO1 activ	RGS4 block	TRPC4 potent	TRPC6 inh
> CC(C)C1=NN2C(=N)CC(=O)N=C2S1
    i	i	i	i	i	i	i	i	i	i	i
> CC(C)(C)C(=O)N1CCn2c1nc1ccccc12
    i	i	i	i	i	i	i	i	i	i	i
> O=C1CSC(c2cccnc2)N1CCc1ccccn1 (configuration not stated)
    i	i	i	i	i	i	i	i	i	i	i
> COc1ccc(NC(=O)CN2C(=O)C(c3ccccc3)=NC23CCCCCC3)cc1
    i	i	i	i	i	i	i	i	i	i	i
> COC(=O)c1cc(C(=O)OC)cc(N2C(=O)CC(NNC(=O)c3ccc(C)cc3)C2=O)c1 (configuration not stated)
    i	i	i	i	i	i	i	i	i	i	i
> O=C(NCC1(N2CCCCC2)CCCCC1)C1CC(=O)N(c2ccc3c(c2)OCCO3)C1 (configuration not stated)
    i	i	i	i	i	i	i	i	i	i	i
> CCN(CC)CC(=O)NCc1cc(-c2ccc(OC)cc2)no1
    i	i	i	i	i	i	i	i	i	i	i
> CCOC(=O)N1CCN(C(=O)CCCn2c(=S)[nH]c3ccsc3c2=O)CC1
    i	i	i	i	i	i	i	i	i	i	i
